Gli-Sufu antag: blocks Gli-Sufu signaling in a luciferase reporter; Sufu-KO-LIGHT fibroblasts, Gli luciferase reporter luminescence; inhibition, % at 5 µM; hit rate 0.74% among 340,000;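 active = inhibition above about 55%, limit read from the data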;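 also: 0% = DMSO-treated cells and 100% = wells with medium but no cells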
EBI2 antag: antagonists of human EBI2 receptor | P32249 | EBI2 beta-arrestin recruitment, luminescence, 7a,25-OHC stimulated | inhibition, % at 5 µM | hit rate 0.81% among 360,000 | AID 651636; in the data active = inhibition above about 38%;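 also: enzyme fragment complementation signal reports receptor beta-arrestin coupling in cells; 0% = agonist plus DMSO wells and 100% = wells without agonist; some results beyond the cut were filed as inactive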
Target sequence (P32249 whole entry, looked up, the tested form may be a part): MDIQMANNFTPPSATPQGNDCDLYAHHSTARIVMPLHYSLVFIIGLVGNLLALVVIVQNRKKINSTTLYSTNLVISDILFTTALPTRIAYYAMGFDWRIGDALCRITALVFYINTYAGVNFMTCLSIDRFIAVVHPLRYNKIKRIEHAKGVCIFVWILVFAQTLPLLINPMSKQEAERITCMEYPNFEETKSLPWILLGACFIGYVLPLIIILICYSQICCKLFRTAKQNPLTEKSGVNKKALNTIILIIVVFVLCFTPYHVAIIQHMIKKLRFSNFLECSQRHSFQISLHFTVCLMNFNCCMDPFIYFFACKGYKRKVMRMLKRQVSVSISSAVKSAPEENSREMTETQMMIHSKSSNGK
697 NFkB inh: inhibitors of the PMA/ionomycin-induced NF-kB reporter in 697 B cells; AID 435022; hit rate 0.33% among 330,000; 697 B-cell NF-kB luciferase reporter, 16 h; inhibition, % at 4 µM; in the data active = inhibition above about 35%
CCR6 antagonist: blocks CCL20-driven beta-arrestin recruitment at human CCR6; inhibition, % at 20 µM; CHO-K1 CCR6 PathHunter beta-arrestin, luminescence, CCL20-stimulated; hit rate 0.49% among 340,000;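 active = compounds whose inhibition of the agonist-driven luminescence signal at 20 µM reaches about 50%, limit read from the data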;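 also: cells stimulated with CCL20 at 14 nM final; plate controls were DMSO with CCL20 for no effect and DMSO without agonist for full effect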
Jurkat NFkB inh: inhibitors of the PMA/ionomycin-induced NF-kB reporter in Jurkat cells | PMA/ionomycin-induced NF-kB luciferase reporter, luminescence | inhibition, % at 4 µM | hit rate 0.53% among 330,000 | AID 435003; in the data active = inhibition above about 50%
APJ antagonist: APJ receptor antagonism; P35414; CHO-K1 APJ beta-arrestin complementation, luminescence; inhibition, % at 20 µM; hit rate 0.32% among 330,000; AID 2521;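 active = inhibition above about 40% at 20 µM, limit read from the data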;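 also: cells challenged with 10 nM apelin-13 agonist together with compound; plate controls were apelin-13 plus DMSO wells for no effect and DMSO wells lacking apelin-13 for full effect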
UBC13 polyUb: blocks human UBC13 polyubiquitin chain formation; TR-FRET; P61088; inhibition, % at 20 µM; hit rate 0.47% among 330,000; in the data active = inhibition above about 45%, passing the limit was not always enough
Target sequence (P61088 whole entry, looked up): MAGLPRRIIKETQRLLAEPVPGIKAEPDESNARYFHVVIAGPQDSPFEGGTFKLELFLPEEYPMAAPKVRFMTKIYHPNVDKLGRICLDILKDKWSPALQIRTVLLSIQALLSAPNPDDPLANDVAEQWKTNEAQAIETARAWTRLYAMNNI
CXCR6 block: CXCR6 (human) receptor inhibition; CHO-K1 PathHunter CXCR6 beta-arrestin, luminescence; O00574; AID 602244; inhibition, % at 20 µM; hit rate 0.36% among 360,000; in the data active = inhibition above about 34%, passing the limit was not always enough;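 also: antagonist mode with CXCL16 agonist at 10 nM final; 0% = 10 nM CXCL16 with DMSO and 100% = unstimulated wells without agonist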
Target sequence (O00574 whole entry, looked up): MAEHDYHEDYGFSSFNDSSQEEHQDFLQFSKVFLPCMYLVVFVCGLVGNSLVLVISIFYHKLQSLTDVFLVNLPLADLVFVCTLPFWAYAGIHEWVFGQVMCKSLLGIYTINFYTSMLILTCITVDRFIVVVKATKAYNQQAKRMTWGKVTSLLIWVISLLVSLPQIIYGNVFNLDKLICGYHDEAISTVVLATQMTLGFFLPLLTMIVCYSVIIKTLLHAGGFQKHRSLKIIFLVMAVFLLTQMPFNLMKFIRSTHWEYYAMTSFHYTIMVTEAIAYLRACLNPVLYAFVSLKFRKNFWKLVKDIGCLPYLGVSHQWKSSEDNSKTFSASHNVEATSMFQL
* = called active by the depositor; x = not tested or not shown; & = joins results of further samples.

SMILES	Gli-Sufu antag	EBI2 antag	697 NFkB inh	CCR6 antagonist	Jurkat NFkB inh	APJ antagonist	UBC13 polyUb	CXCR6 block
CC(=O)Nc1ccc(-c2csc(NC(=O)CCNC(=O)c3ccco3)n2)cc1	-3.1	-4.5	19.6	4.9	2.7	1.1	-14.1	0.9
CC(C)N(Cc1nccn1C)C(=O)c1cc(COc2ccc(-n3cncn3)cc2)on1	10.4	-19.9	0.2	1.5	-8.4	7.2	-0.1	-5.5
CCCCC(=O)NC(c1ccc(N(C)C)cc1)c1ccc2cccnc2c1O (stereo not drawn)	87.6*	4.3	-22.7	32.8	53.6*	6.4	-18.3	11.1
Cc1ccc(NC(=O)Nc2nnc(-c3ccncc3)s2)cc1C	-13.4	10.1	-32.8	6.3	-20.1	-48.5	-17.9	-12.3
CN(Cc1ccc(Cl)cc1)C(=O)CNC(=O)C12CC3CC(CC(C3)C1)C2	11.0	5.2	18.6	1.4	-3.3	4.1	6.1	2.8
CC(C)NC(=O)NC(=O)CSc1ncc(C(F)(F)F)cc1Cl	4.1	3.9	-8.7	4.5	-5.4	-14.4	-6.2	-1.6
CC(C)(C)NC(=O)c1ccc2c(c1)CCO2	0.4	-6.3	9.8	-5.7	-4.5	19.2	4.9	3.2
Cc1ccc(C)c(N2CCN(C(=O)CSc3ccsc3[N+](=O)[O-])CC2)c1	5.3	-1.5	2.9	0.1	14.7	-17.1	-3.9	-5.9
Cc1cccc(NC(=O)CN(CCc2ccccc2)S(C)(=O)=O)c1	6.5	-1.6	6.2	13.4	2.9	16.1	5.4	-0.8
Cc1ccc(NC(=O)c2cccnc2)cc1S(=O)(=O)N1CCOCC1	3.2	-3.7	3.3	-1.2	-5.2	5.4	3.6	-12.0
COc1ccc2nc(N3CCN(C(=O)C4COc5ccccc5O4)CC3)sc2c1 (stereo not drawn)	-72.7	8.0	-139.9	-8.5	-105.8	7.6	-3.7	-14.5
Cn1c(=O)c(C(=O)NCCc2ccccc2)c(O)c2ccccc21	-4.8	-1.2	-11.7	-1.8	1.6	5.3	6.3	10.5
COc1ccc2[nH]c(C)c(C(=O)CN3CCOCC3)c2c1	-3.4	2.4	3.2	-2.0	-9.3	-0.1	-5.9	3.8
COC(=O)C(NC(=O)Nc1ccccc1OC)C(C)C (stereo not drawn)	-0.9	-14.4	-22.9	-4.7	-12.3	15.0	-5.9	-5.0
COc1ccc(N2CC(O)=C(c3nc(-c4ccccc4)cs3)C2=N)cc1	15.7	-6.5	10.6	10.6	-5.1	-21.4	-2.2	-8.2
CN1CCN(c2c([N+](=O)[O-])cnc3ccccc23)CC1	-4.1	2.4	-12.2	9.1	-13.6	14.1	-3.8	-1.1
CC(=O)c1cccc(NC(=O)c2cc(=O)[nH]c3ccccc23)c1	22.8	-1.1	11.0	3.8	4.5	16.4	2.5	4.2
CC(C)C[C@@H](CN)NC(=O)c1nc[nH]c1C(=O)N[C@@H](Cc1ccccc1)C(=O)CNC[C@H](C)NC(=O)c1nc[nH]c1C(=O)N[C@@H](C)C(=O)O	-1.4	-6.0	x	12.9	x	x	x	2.5
O=C(NCCc1c[nH]c2ccccc12)/C(=C\c1cccnc1)NC(=O)c1ccco1	-8.4	-5.9	8.2	-3.3	-6.2	-13.4	-8.2	-2.6
CCN1CCN(c2ccc(S(=O)(=O)N3CCCCC3)cc2NC(=O)c2ccccc2)CC1	10.6	-5.5	0.8	9.5	-1.4	10.2	-0.1	-4.2
COc1ccc(Cl)cc1NC(=O)CN(C)CC(=O)Nc1ccccc1N1CCOCC1	9.2	0.0	-28.2	15.4	63.2*	-4.0	14.0	0.4
NC(=O)CSc1nnc(-c2ccccc2Br)n1-c1cccc(C(F)(F)F)c1	5.5	-15.4	11.7	-4.1	-12.3	-5.9	12.1	-0.8
COc1cc(OC)cc(C(=O)NNC(=O)CCc2ccccc2)c1	4.2	-0.5	20.2	-9.9	-1.1	6.2	0.2	-4.4
Cc1ccc(SCc2c(-c3ccccc3)nn(C)c2Cl)cc1	-9.9	4.0	2.1	19.6	-6.3	7.6	2.3	3.5
COc1ccc(CC(=O)NNC(=O)c2cc(Cl)ccc2OC)cc1	-6.5	-7.6	-4.1	9.3	-6.1	-26.0	-2.8	2.6
(more compounds)
SMILES	Gli-Sufu antag	EBI2 antag	697 NFkB inh	CCR6 antagonist	Jurkat NFkB inh	APJ antagonist	UBC13 polyUb	CXCR6 block
O=C(NCc1ccccn1)Nc1ccccc1F	-2.5	-20.2	-4.0	3.3	-21.2	11.1	1.4	-0.7
Cc1ccc(NC(=O)Nc2cnccn2)c(C)c1	-20.7	2.4	-36.8	1.8	-32.6	12.9	-4.5	3.0
NC(=O)c1cc(S(=O)(=O)NCCCc2ccccc2)cs1	6.1	-3.6	-0.8	-2.2	9.2	5.1	6.9	2.2
COc1cc(S(=O)(=O)NCCc2ccc3c(c2)OCO3)ccc1-n1cnnn1	-4.9	-3.5	-22.2	3.9	-22.3	18.9	3.7	-0.6
NC(=NCCc1c[nH]c2ccccc12)NC(=O)c1ccc(F)cc1	4.7	-12.5	19.6	-2.3	7.9	-7.6	12.4	3.0
C#Cc1ccc([C@@H]2C=C(C(=O)N3CCN(Cc4ccccc4)CC3)O[C@H](OCC)[C@H]2CCCO)cc1	5.4	24.1	1.0	11.0	6.5	11.4	10.0	3.4
O=C(O)CCC(=O)N(Cc1ccccc1)Cc1ccccc1	-11.1	3.6	4.7	7.7	12.1	23.0	0.5	1.9
N#CC1=C(N)NC(SCc2ccccc2)=C(C#N)C12CCCCC2	3.6	5.0	8.0	6.4	-1.0	0.9	10.1	-4.4
Cn1c(SCc2ccc(F)cc2)nnc1-c1ccccn1	-77.5	9.2	-83.1	4.0	-57.3	-12.1	2.4	0.5
COc1ccc(S(=O)(=O)Nc2ccc3c(c2)C(=O)N([C@H](C)CO)C[C@H](C)[C@@H](CN(C)S(C)(=O)=O)O3)cc1	-2.1	-4.4	9.0	6.0	-7.0	-0.1	-8.2	2.1
O=C(O)C(Cc1ccccc1)N1C(=O)C2CCCCC2C1=O (stereo not drawn)	25.4	-6.8	-5.7	0.8	-18.4	-7.6	-0.8	-5.5
CS(=O)(=O)N(CC(=O)NN=C1CCCCCC1)c1ccc(Oc2ccccc2)cc1	-6.3	-7.1	-19.8	3.2	-8.9	1.7	-6.2	-4.6
CCC(Oc1cccc(Cl)c1)C(=O)N1CCCN(C)CC1 (stereo not drawn)	5.9	0.6	-6.0	1.0	-16.1	4.4	1.0	-1.0
C=CC[C@H](CC(=O)N(CCO)Cc1ccccc1)C(=O)N[C@@H](C)COC(=O)[C@H](CC=C)CC(=O)OC(C)(C)C	14.7	3.1	20.2	4.3	4.4	3.6	14.0	10.7
CNc1ccc(Cl)nn1	27.3	-3.2	-2.7	2.5	-14.0	2.3	-8.2	3.2
O=C(CN1C(=O)C2CCCCC2C1=O)N1CCN(c2ncccn2)CC1 (stereo not drawn)	8.3	-1.3	3.7	12.0	-8.1	-0.2	2.0	-11.2
O=C(CN1C(=O)NC2(CCCCC2)C1=O)Nc1ccccc1N1CCCC1	-4.3	-1.9	5.7	-1.5	-5.9	16.9	0.5	-3.4
O=C(NC(Cc1ccccc1)C(=O)O)C1CCN(S(=O)(=O)c2ccccc2C(F)(F)F)CC1 (stereo not drawn)	7.5	-3.7	8.7	-10.1	-21.2	-14.1	-4.8	4.6
Cc1cc(C(=O)Nc2ccc3c(c2)OCCO3)ccc1[N+](=O)[O-]	-101.4	6.9	-71.8	25.1	-159.8	1.0	1.1	-0.5
CCOC(=O)C1=C(C)N=c2s/c(=C/c3cccc([N+](=O)[O-])c3O)c(=O)n2C1c1ccccc1 (stereo not drawn)	7.9	4.6	8.9	70.8*	3.8	49.5*	-101.8	32.8
Cc1ccc(CSc2ncn(-c3ccccc3)n2)cc1	-35.5	7.8	11.5	15.6	-11.6	-5.8	8.0	3.3
OC1C(O)C(O)C(O)C(O)C1O (stereo not drawn)	-1.4&6.5&-12.8	-3.2&0.5&3.2	3.9&7.1	-14.4&6.5&-3.0	-6.1&-6.2	3.9&4.0	1.2&-12.7	1.9&3.8&-2.2
COc1ccc(N2CCN(C(c3ccccc3)c3nnnn3Cc3ccc(F)cc3)CC2)cc1 (stereo not drawn)	2.0	10.9	-21.8	5.0	-12.9	4.1	-1.6	2.4
O=C(/C=C/c1ccc(S(=O)(=O)N2CCOCC2)cc1)NCc1ccccc1F	52.1	6.8	-34.0	18.2	2.7	-23.5	-18.8	3.7
O=C(CCCN1C(=O)NC2(CCCC2)C1=O)Nc1cccc(S(=O)(=O)N2CCOCC2)c1	0.2	-4.9	-15.1	-0.5	-8.6	-4.1	0.1	0.3
New compounds follow:
SMILES	Gli-Sufu antag	EBI2 antag	697 NFkB inh	CCR6 antagonist	Jurkat NFkB inh	APJ antagonist	UBC13 polyUb	CXCR6 block
CCC1(CC)NC(=O)N(CC(=O)OC(C)C(=O)Nc2ccccc2OC)C1=O (stereo not drawn)	-2.2	-4.1	-1.2	4.0	11.3	8.3	16.3	1.5
O=C(Cc1cccs1)N1CCN=C1SCc1ccccc1Cl	6.3	7.7	-2.9	4.0	3.2	12.5	-3.4	7.1
Cc1ccc(OCc2nnc(SCC(=O)CC(=O)Nc3ccccc3)o2)cc1	-4.1	22.2	-23.2	-6.5	-22.9	-15.5	1.9	-3.3
Cc1ccc(S(=O)(=O)N2CCN(CC(=O)N/N=C\c3ccc(O)c(O)c3)CC2)cc1	-6.7	-4.6	-10.2	4.2	11.6	-19.4	4.9	1.7
O=C(COc1ccc([N+](=O)[O-])cc1)NNC(=O)c1cccnc1	-18.8	-4.3	1.5	13.7	4.2	-4.6	0.7	1.3
CC(=O)CSc1ncnc2nc[nH]c12	14.8	6.1	5.9	-2.4	0.5	-3.8	-0.9	9.3
Cc1nc(NC(=O)c2cc(-n3cnnc3)ccc2Cl)ccc1Br	9.0	-9.9	8.9	25.0	-2.5	14.5	-0.2	4.8
O=C(NC1CCCC1)C(NS(=O)(=O)c1cccc2nsnc12)c1ccccc1 (stereo not drawn)	6.2	-0.3	-9.9	2.7	-9.5	8.9	4.5	-0.2
CCCNC(=O)Cn1sc2nc(C)cc(C)c2c1=O	2.9	6.9	9.1	18.0	-6.0	-5.5	-18.3	-5.3
O=C(N[C@H]1CCCCNC1=O)c1cc(COc2ccc(F)cc2F)on1	-36.2	-8.1	-23.1	-11.1	-7.4	13.9	3.7	-0.5
COc1ccc(NC2c3ccccc3C(=O)N2c2ccccn2)cc1Cl (stereo not drawn)	1.6	5.7	13.4	0.4	-15.5	18.7	-0.8	4.5
O=C(Nc1ccc(F)cc1F)c1ccc2c(c1)OCCO2	-30.4	6.5	-72.8	11.0	-87.9	-3.0	2.1	0.7
COc1ccc(C(CNC(=O)c2ccc(OCC3CCCO3)cc2)N2CCOCC2)cc1 (stereo not drawn)	1.8	-16.7	14.4	-19.6	-10.8	-7.6	-2.7	0.7
Cc1cc(OCC(=O)NCc2cccnc2)c2c(C)c(Cc3ccccc3)c(=O)oc2c1	-1.8	2.0	14.7	19.2	7.0	11.0	16.8	4.9
COc1ccc(/C=C(\NC(=O)c2ccc([N+](=O)[O-])cc2)C(=O)NCCN2CCOCC2)cc1	-5.4	0.0	8.3	7.0	-9.5	-9.0	-5.1	-1.2
CN(C(=O)C(Cl)Cl)C1CC2C=CC1C2 (stereo not drawn)	-7.3	-8.9	21.2	-6.6	0.0	14.9	-4.1	-10.7
O=C(C1CSC2(c3ccc(F)cc3)CCC(=O)N12)N1CCCCCC1 (stereo not drawn)	5.3	-7.2	19.1	-7.0	8.6	2.4	10.2	-0.9

Some of these compounds in order of number of heavy atoms, low to high:
SMILES	Gli-Sufu antag	EBI2 antag	697 NFkB inh	CCR6 antagonist	Jurkat NFkB inh	APJ antagonist	UBC13 polyUb	CXCR6 block
O=C(Cc1cccs1)N1CCN=C1SCc1ccccc1Cl	6.3	7.7	-2.9	4.0	3.2	12.5	-3.4	7.1
O=C(C1CSC2(c3ccc(F)cc3)CCC(=O)N12)N1CCCCCC1 (stereo not drawn)	5.3	-7.2	19.1	-7.0	8.6	2.4	10.2	-0.9
COc1ccc(NC2c3ccccc3C(=O)N2c2ccccn2)cc1Cl (stereo not drawn)	1.6	5.7	13.4	0.4	-15.5	18.7	-0.8	4.5
COc1ccc(/C=C(\NC(=O)c2ccc([N+](=O)[O-])cc2)C(=O)NCCN2CCOCC2)cc1	-5.4	0.0	8.3	7.0	-9.5	-9.0	-5.1	-1.2

High-throughput results (PubChem BioAssay)
